Insulin prom inh: TRM-6 insulin promoter activity inhibition; inhibition, % at 2 µM; TRM-6 cells (human fetal islet line), insulin promoter-eGFP reporter, imaging; reporter expression induced with tamoxifen; 130,000 tested, 0.9% active;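 active = inhibition above the mean plus 3 SD, with well images judged a real hit on visual review, cut at about 60% in these data, passing the limit was not always enough; inconclusive = inhibition over the cutoff but images rejected on review; inactive = inhibition not above the cutoff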
sdo1 growth: restores growth of sdo1-depleted yeast; S. cerevisiae sdo1-depleted JHY4D growth rescue, OD600 30 h; active compounds read high; pdr5 snq2 efflux-pump mutant strain; z-score at 10 µM; 140,000 tested, 0.21% active; AID 817;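 active = z-score above 3 at both the 24 hr and the 30 hr optical density reads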;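 also: z-score against mean and SD of all compound wells on the same plate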
sdo1 growth Rescue 24 h: second read-out of sdo1 growth, no call of its own (marks repeat the call); z-score; S. cerevisiae sdo1-depleted JHY4D growth rescue, OD600; measured here: growth rescue at 24 h;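 0 is the plate mean of compound wells and units are plate SD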
* hit, by the source's call; ? = inconclusive; nt = no result given. Only part of the results is shown. The share of hits here may be higher or lower than overall.

Insulin prom inh | sdo1 growth | Compound | sdo1 growth Rescue 24 h
nt | 0.7 | O=C(COc1ccccc1)Nc1ccc2c(c1)nc1n2CCSC1 | 1.1
nt | 0.82 | O=C1C(SC(F)(F)C(F)F)=C(C(F)(F)F)OC2C3C=CC(C3)C12 (configuration not stated) | 0.95
33 | nt | COC(=O)c1nn(-c2nc(-c3cccc(OC)c3)cc(C(F)(F)F)n2)cc1[N+](=O)[O-] | nt
7 | -0.33 | COc1ccccc1-n1c(SCC(=O)O)nnc1-c1ccc(S(=O)(=O)N2CCCCC2)cc1 | -0.4
-57 | 0.85 | CC1CCN(C(=O)CN(C)S(=O)(=O)c2cccc3nsnc23)CC1 | -0.11
nt | -1.1 | Cc1cc(C)cc(-n2nnc(C(=O)NCc3ccc(Cl)cc3)c2N)c1 | -0.28
39 | -0.44 | Cc1ccc(SC(C)C(=O)Nc2ccccc2-c2ccccc2)cc1 (configuration not stated) | 0.21
-34 | -0.32 | O=C(CSCc1ccc(F)cc1)N1CCN(c2ccccc2)CC1 | -0.38
-79 | -1 | Cc1ccc(OC(=O)c2cc3ccccc3o2)cc1 | -0.75
32 | -0.6 | Cc1cccc(Nc2nc(NCCCN3CCOCC3)nc(N)c2[N+](=O)[O-])c1 | -0.31
nt | -0.5 | CCOC(=O)COc1ccc(N)cc1CC(NC(C)=O)(C(=O)OCC)C(=O)OCC | -0.3
8 | 0.36 | O=C(Nc1cccnc1)C1COc2ccccc2O1 (configuration not stated) | 0.21
-50 | 1.6 | CCN1CCCC1CNCc1ccc(Cl)cc1Cl (configuration not stated) | 1.9
17 | 0.2 | Cc1nc2cc(NC(=O)NCc3ccccc3)ccc2o1 | 0.33
44 | -0.37 | O=C(c1nc2nc(-c3cccs3)cc(C(F)(F)F)n2n1)N1CCN(Cc2ccccc2)CC1 | -0.8
nt | 0.52 | CN(C)c1ccc(CN(C(=O)c2ccco2)C2CCS(=O)(=O)C2)cc1 (configuration not stated) | 0.59
0 | nt | C/C(N)=C(/C#N)C(=O)CSc1nc2ccccc2n1CC(C)C | nt
24 | 0.99 | CCN1C(=O)CC(N2CCOCC2)C1=O (configuration not stated) | 0.84
-75 | -1.1 | COC(=O)CNC(c1ccccc1)c1cc(Br)ccc1NS(=O)(=O)c1ccc(C)cc1 (configuration not stated) | 0.62
nt | 0.01 | CSC1=NSC2=NC(=O)/C(=C\c3coc4ccccc4c3=O)C(=N)N12 | -0.76
27 | nt | Nc1nc(COc2ccc(F)cc2Cl)nc(N2CCCCC2)n1 | nt
29 | -0.55 | CCOc1ccccc1NC(=O)Cn1cnc2c(nnn2-c2cccc(OC)c2)c1=O | -0.9
-147 | -0.81 | Cc1cc(-c2ccccc2)n(-c2cc(N/N=C/c3ccccc3O)ncn2)n1 | -0.31
nt | -0.02 | COC(=O)c1nc2cc(C)ccn2c1F | -0.75
nt | 0.57 | CC(=O)N1CCc2cc(S(=O)(=O)NCCC(=O)Nc3cccc(C)c3)ccc21 | 0.32
nt | -0.24 | CCOC(=O)N1CCN(c2c(NCCc3ccccc3)c(=O)c2=O)CC1 | -0.31
nt | -0.37 | CCN(CC)c1ncnc2sc(C(=O)N3CCN(c4ccc(OC)cc4)CC3)c(C)c12 | 0.01
51 | 1.1 | CCCCNC(=O)c1onc(CSc2cccc(F)c2)c1C(=O)O | 1.6
-11 | -0.11 | Cc1ccc(-c2ccc(C3C(C#N)=C(N)Oc4n[nH]c(C)c43)o2)cc1 (configuration not stated) | 1.1
40 | -0.95 | CC(C)COc1cc(=O)[nH]c(SCC(C)C)n1 | -0.72
6 | -0.71 | CC1(C)CC2CC(C)(CN2C(=O)COC(=O)Cn2[nH]c(=O)c3ccccc3c2=O)C1 (configuration not stated) | -0.76
14 | 0.43 | N#Cc1nc(Cc2ccccc2)oc1N1CCC(C(N)=O)CC1 | 0.39
-19 | 0.08 | CCNc1cc(=O)n(C)c(=O)n1C | -0.76
-65 | -0.09 | O=C(c1cc(Cl)cc(Cl)c1)N1CCC(=O)N(C(COCc2ccccc2)Cc2ccccc2)CC1 (configuration not stated) | 0.31
8 | -0.96 | COC(=O)c1ccccc1NC(=O)COC(=O)c1ccc(C)c(NC(=O)c2ccco2)c1 | -0.92
26 | -0.55 | Cc1cc(NC(=O)/C=C/c2ccccc2Cl)n(-c2nc3ccccc3[nH]2)n1 | 0.53
-19 | -1.5 | Cc1ccc(C(=O)CSc2nnc(COc3cccc(C)c3)o2)cc1 | -1.2
-50 | nt | O=C1C2C3C=CC(C2C(=O)N1c1ccccc1O)C1C2C(=O)N(c4ccccc4O)C(=O)C2C31 (configuration not stated) | nt
nt | 0.62 | CN1C(=O)C2C=CC1C1C(=O)N(c3ccccc3)C(=O)C21 (configuration not stated) | 0.38
-9 | -2.1 | Cc1nn(-c2ccccc2)c(C)c1C(=O)OCC(=O)N1CCN(S(=O)(=O)c2ccccc2)CC1 | -1.6
-20 | -0.07 | CCOC(=O)c1ccccc1NC(=O)Cn1c(=O)n(Cc2ccccc2)c(=O)c2c(C)c(C)sc21 | 0.92
42 | 0.43 | CCCC(=O)Nc1nnc(Cc2ccccc2)s1 | -0.38
21 | -1.6 | Cc1nc(SCC(=O)NCc2ccccc2)c2oc3ccccc3c2n1 | -0.87
nt | -0.33 | Cc1ccc(Cn2nnc3c(=O)n(Cc4ccccc4C)cnc32)cc1 | 0.42
-44 | -0.81 | Cc1ccc(S(=O)(=O)NCCC(c2ccccc2)c2ccco2)cc1 (configuration not stated) | -0.41
20 | nt | CCCNC(=S)N1CC2(C)CN(C(=O)C(=O)OCC)CC(C)(C1)C2=O | nt
-42 | -1.8 | Brc1ccc(C2C3=C(Nc4ncnn42)c2ccccc2OC3c2ccncc2)cc1 (configuration not stated) | -1.6
12 | 0.26 | COc1ccc(C(=O)Nn2c(SCC(=O)NCC3CCCO3)nc3ccccc3c2=O)cc1 (configuration not stated) | -0.38
nt | 0.98 | COc1ccc(NC(=O)N2CCN(S(C)(=O)=O)CC2)cc1OC | 0.87
-18 | 0 | Cn1nc(-c2ccc(OCC(=O)NCC3CCCO3)cc2)c2ccccc2c1=O (configuration not stated) | -0.37

Going on with the list:
Insulin prom inh | sdo1 growth | Compound | sdo1 growth Rescue 24 h
26 | nt | COCCNC(=O)c1cc(C(=O)CC(C)C)c[nH]1 | nt
-14 | nt | COc1ccc(CCNC(=O)CSc2ccsc2[N+](=O)[O-])cc1OC | nt
-32 | -2.9 | CCOc1cc(S(=O)(=O)Nc2ccc(CC)cc2)ccc1Cl | -2.2
-18 | nt | CC(C)NC(=O)CSc1nc(-c2ccccc2)cs1 | nt
? | nt | CCCNC(=O)Cn1nc(C(F)(F)F)c2c1CCC2 | nt
nt | 0.68 | Cc1c(S(=O)(=O)Nc2cccc(Cl)c2)c(=O)n(C)c(=O)n1C | 1.4
62 | nt | COc1ccccc1N=c1c2c([N+](=O)[O-])cc([N+](=O)[O-])cc2n(O)n1-c1ccccc1OC | nt
nt | 0.28 | CSc1nnc2n(-c3ccccc3)c(=O)c3c4c(sc3n12)CCC4 | 1.4
-21 | -0.03 | COCCSc1nnc(NC(=O)C2CCCCC2)s1 | 0.15
25 | 6.7 | CC(C)CNC(=O)c1cccc(NC(=O)Cc2ccc(Cl)cc2)c1 | -0.98
20 | -0.84 | Cc1cc(Nc2ccccc2)n(-c2cccc(Cl)c2)n1 | -0.72
58 | 0.3 | Cn1nnnc1SCC(=O)Nc1ccccc1N1CCCCC1 | 0.04
-3 | -0.02 | c1ccc(Oc2cccc(OCCCCN3CCCC3)c2)cc1 | 0.08
51 | 2.5 | CCN(CC)c1ccc(C(=O)NC(=S)Nc2cc(S(=O)(=O)N3CCOCC3)ccc2-n2cncn2)cc1 | 2.9
-16 | -1.1 | CN(Cc1cccs1)c1ncnc2sccc12 | -0.17
nt | 0.76 | COc1ccc(NC(=O)c2cc(S(=O)(=O)NCC3COc4ccccc4O3)ccc2F)cc1 (configuration not stated) | 0.76
2 | 0.26 | Nc1ccc(Cc2ccc(N)c(C(=O)O)c2)cc1C(=O)O | -0.26
10 | -0.74 | COc1ccccc1-n1c(C)c2c(OC)cccc(=O)c2c1C | -0.07
17 | nt | O=C1N(Cc2cccc(Cl)c2)C[C@@H]2C[C@@H](c3cccn3-c3cccnc3)N3CCC[C@@]123 | nt
15 | -0.2 | O=C1c2ccccc2C(=O)N1c1nc(-c2cccs2)cs1 | -0.36
-70 | -0.49 | O=C(COc1ccc([N+](=O)[O-])cc1)NCCC1=CCCCC1 | -0.38
-32 | 0.96 | O=C(CSc1nnc(CNC(=O)c2ccco2)o1)c1ccccc1 | 0.8
-26 | -0.35 | CC(N)C12CC3CC(CC(O)(C3)C1)C2 (configuration not stated) | -0.22
20 | 0.12 | NC(=O)[C@H](Cc1cc2ccccc2s1)NC(=O)[C@@H]1CC2(CC(c3cccc(NC(=O)[C@@H]4CCC(=O)N4)c3)=NO2)CN1C(=O)/C=C/Sc1ccccc1 (some centres not stated) | 0.86
40 | -0.63 | Cc1ccccc1Nc1ccc(S(=O)(=O)N2CCOCC2)cc1[N+](=O)[O-] | -1.1
-57 | 0.11 | CN(C)S(=O)(=O)c1cccc(NC(=O)CSc2nc3ccccc3n2-c2ccccc2)c1 | 1
-12 | -0.04 | COc1ccc(-c2cc(C(F)(F)F)nc(SCC(=O)N(C)Cc3cnn(C)c3C)n2)cc1OC | -0.15
-20 | 1.2 | O=C(C1=C(O)C(=O)N(Cc2ccccc2)C1c1ccncc1)c1ccco1 (configuration not stated) | 0.57
-21 | 0.06 | O=C(NC1CCCC1)C1c2ccccc2C(=O)N1C1CCCCC1 (configuration not stated) | 0.99
18 | -0.12 | CC(=O)N1CCN(S(=O)(=O)c2ccc(C)cc2)C1C(C)C (configuration not stated) | -0.54

4 of the compounds above, with each value named:
> O=C(COc1ccc([N+](=O)[O-])cc1)NCCC1=CCCCC1
- Insulin prom inh: -70
- sdo1 growth: -0.49
- sdo1 growth Rescue 24 h: -0.38

> O=C(CSc1nnc(CNC(=O)c2ccco2)o1)c1ccccc1
- Insulin prom inh: -32
- sdo1 growth: 0.96
- sdo1 growth Rescue 24 h: 0.8

> CC(N)C12CC3CC(CC(O)(C3)C1)C2 (configuration not stated)
- Insulin prom inh: -26
- sdo1 growth: -0.35
- sdo1 growth Rescue 24 h: -0.22

> NC(=O)[C@H](Cc1cc2ccccc2s1)NC(=O)[C@@H]1CC2(CC(c3cccc(NC(=O)[C@@H]4CCC(=O)N4)c3)=NO2)CN1C(=O)/C=C/Sc1ccccc1 (some centres not stated)
- Insulin prom inh: 20
- sdo1 growth: 0.12
- sdo1 growth Rescue 24 h: 0.86

(next part)
Insulin prom inh | sdo1 growth | Compound | sdo1 growth Rescue 24 h
nt | -0.06 | Cn1c(=O)c2cc(S(=O)(=O)NC(Cc3ccccc3)C(=O)NCc3ccco3)ccc2n(C)c1=O (configuration not stated) | -0.25
7 | -0.54 | Cc1ccccc1C(=O)NNC(=O)C(C)N1C(=O)c2ccccc2C1=O (configuration not stated) | -1.4
-19 | 0.65 | CCCc1[nH]nc2c1C(c1ccc(OC)c(CSC3=NCCS3)c1)C(C#N)=C(N)O2 (configuration not stated) | 0.42
-393 | nt | COc1ccc(-c2cc(C(F)F)n3ncc(C(=O)N4CCc5ccccc5C4)c3n2)cc1 | nt
nt | 1.3 | Cc1ccccc1-n1c(C)nnc1SCC(=O)NC1CCCc2ccccc21 (configuration not stated) | 2
-56 | -0.99 | CC(C)NC(=O)C(Cc1ccccc1)N1C(=O)c2ccccc2C1=O (configuration not stated) | -0.85
-53 | nt | COc1ccc(N(CC(=O)NCc2ccc(C)cc2)S(=O)(=O)c2ccccc2[N+](=O)[O-])c(OC)c1 | nt
0 | 1 | C/C(=N/NC(=O)c1ccoc1C)c1ccc(NC(=O)c2ccncc2)cc1 | 1.3
-9 | -0.24 | O=S(=O)(c1ccc(Br)s1)N1CCC(Cc2ccccc2)CC1 | 0.12
21 | 0.39 | Cc1ccc(Cn2nnc3c(=O)[nH]c(C4CCCN(C(=O)Nc5ccc(F)cc5)C4)nc32)cc1 (configuration not stated) | 0.92

Looked up by compound from above:
Insulin prom inh | sdo1 growth | Compound | sdo1 growth Rescue 24 h
-56 | -0.99 | CC(C)NC(=O)C(Cc1ccccc1)N1C(=O)c2ccccc2C1=O (configuration not stated) | -0.85
21 | 0.39 | Cc1ccc(Cn2nnc3c(=O)[nH]c(C4CCCN(C(=O)Nc5ccc(F)cc5)C4)nc32)cc1 (configuration not stated) | 0.92

The results go on:
Insulin prom inh | sdo1 growth | Compound | sdo1 growth Rescue 24 h
nt | -1.6 | Cn1c(CSc2nc3ccccc3s2)nc2ccccc21 | -0.97
-53 | -0.57 | O=C(NC1CCCCC1)N(Cc1ccccc1)Cc1ccco1 | -0.59
nt | -0.47 | CCCCN(CCCC)S(=O)(=O)c1ccc2oc(C(=O)N3CCOCC3)c(C)c2c1 | 0.31
nt | -0.49 | Cc1ccc(C(=O)Nc2ccc3c4c(cccc24)CC3)cc1[N+](=O)[O-] | -0.65
55 | -0.1 | CCSc1nnc(NC(=O)CSc2nc3c(c(=O)n2CC)SC(C)C3)s1 (configuration not stated) | 0.7
